Screening data deposited in PubChem BioAssay by several laboratories.
DYRK1A inh: Dyrk1A (rat) kinase inhibition. inhibition, % at 12.5 µM. 0.43% of 310,000 active. ADP-Glo luminescence, NFATc1 peptide. AID 504441; in the data active = inhibition above about 50%;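 also: plate controls were vehicle with enzyme for no effect and no enzyme for full effect; many of its hits are not listed in these tables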
GSK3A inh: blocks human GSK-3 alpha kinase; P49840; ADP-Glo luminescence, 60 min; inhibition, % at 10 µM; 0.1% of 320,000 active;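 in the data active = inhibition above about 50%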;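 also: GST-tagged GSK-3 alpha with peptide substrate and 25 µM ATP; 0% = DMSO neutral wells and 100% = GW8510 positive control wells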
Target sequence (P49840 whole entry, looked up): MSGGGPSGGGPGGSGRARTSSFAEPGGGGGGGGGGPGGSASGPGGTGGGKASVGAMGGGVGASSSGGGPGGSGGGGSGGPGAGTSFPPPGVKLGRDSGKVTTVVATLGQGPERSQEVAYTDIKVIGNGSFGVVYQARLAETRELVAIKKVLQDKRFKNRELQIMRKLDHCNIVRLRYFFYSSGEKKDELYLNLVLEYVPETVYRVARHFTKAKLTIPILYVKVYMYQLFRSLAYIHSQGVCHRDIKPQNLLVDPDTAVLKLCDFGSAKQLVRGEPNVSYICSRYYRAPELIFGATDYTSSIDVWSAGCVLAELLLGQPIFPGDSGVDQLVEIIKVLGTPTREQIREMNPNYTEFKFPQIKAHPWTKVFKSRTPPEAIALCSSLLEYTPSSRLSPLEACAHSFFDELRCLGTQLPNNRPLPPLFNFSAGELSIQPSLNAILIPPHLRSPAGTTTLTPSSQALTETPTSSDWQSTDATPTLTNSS
KLF5 inh: kruppel-like factor 5 inhibition; DLD-1 KLF5 promoter-luciferase reporter, luminescence; inhibition, % at 5 µM; 0.23% of 290,000 active; AID 1700;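 active = inhibition above a per-plate limit of that plate's mean compound inhibition plus 3 SD, cut at about 60% in these data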;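 also: 0% = DMSO wells and 100% = LY294002 at 200 µM; higher means less KLF5 promoter-driven luciferase light; inactives centre near -14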
GSK3beta inhib: inhibitors of human GSK3beta kinase. P49841. GST-GSK3beta kinase, ADP-Glo luminescence, 60 min; hits give low values. activity score (negative = inhibition), % at 10 µM. 0.038% of 300,000 active;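 active = more than half of replicate wells score below -50%, meaning over 50% inhibition versus plate controls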;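 also: 0% = median DMSO wells and -100% = median GW8510 positive control wells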
Target sequence (P49841 whole entry, looked up): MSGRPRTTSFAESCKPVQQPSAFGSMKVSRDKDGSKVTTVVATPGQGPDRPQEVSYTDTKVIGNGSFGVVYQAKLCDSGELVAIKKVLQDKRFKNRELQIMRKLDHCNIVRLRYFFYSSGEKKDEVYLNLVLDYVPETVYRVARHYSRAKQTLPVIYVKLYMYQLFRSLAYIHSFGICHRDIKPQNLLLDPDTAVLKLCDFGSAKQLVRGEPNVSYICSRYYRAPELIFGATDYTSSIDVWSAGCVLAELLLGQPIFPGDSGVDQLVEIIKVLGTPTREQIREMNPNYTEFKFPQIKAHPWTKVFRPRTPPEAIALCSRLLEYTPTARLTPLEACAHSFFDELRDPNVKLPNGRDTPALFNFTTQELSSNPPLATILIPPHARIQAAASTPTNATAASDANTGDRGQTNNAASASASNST
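test system = GST-tagged human GSK3beta kinase, cell-free | reagent = 25 µM ATP with peptide substrate | dosing = one dose of 10 µM per compound | schedule = 60 min reaction, RT | detection = luminescent ADP-Glo measurement of ADP formed | control set = DMSO neutral wells and GW8510 at 20 µM as positive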
Platelet DG rel: modulates dense granule release in human platelets; human platelet-rich plasma, SFLLRN dense granule ATP release, luminescence; inhibition, %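 (compounds screened at 7.5 µM in platelet-rich plasma)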; 0.22% of 300,000 active;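 active = mean replicate score, as percent of positive control, at or above 50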
HSP90 refold inh: HSP90 refolding inhibition in rabbit reticulocyte lysate; luciferase refolding luminescence, 3 h; 0.91% of 290,000 active; inhibition, % at 5.6 µM;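 active = inhibition above the screen-wide mean plus 3 SD, computed separately per campaign, cut at about 16% in these data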;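 also: 0% = DMSO wells and 100% = 60 µM geldanamycin wells; inhibitors lower the luminescence because luciferase stays unfolded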
IEC-6 cytotox: IEC-6 cytotoxicity, counter-screen for KLF5 inhibitors; luminescence viability; inhibition, % at 5 µM; 0.78% of 290,000 active; AID 1825; in the data active = inhibition above about 22%;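 also: 0% = plate median of test compound wells and 100% = cytotoxic reference compound wells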
HSF-1 act: increases HSF-1 driven luciferase reporter signal | NIH3T3-HGL HSF-1 luciferase reporter, MG132, 8 h; 100% = twice DMSO control signal | activation, % at 9 µM | 1.7% of 300,000 active | AID 504408;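 active = mean replicate activation of at least 50% with a set share of replicates each reaching 50%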;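 also: 0% = median of the neutral control wells and 100% = twice that signal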
aSyn UTR inh: MLPCN primary screen, SNCA 5' untranslated region. inhibition, % (tested at 7.5 µM). alpha-synuclein 5'UTR reporter, inhibitor activity. AID 1813. 0.82% of 300,000 active; in the data active = inhibition above about 60%;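 also: H4 neuroglioblastoma cells stably carrying SNCA 5'UTR luciferase fusion; 0% = DMSO wells and 100% = positive control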
HSF1 inh: HSF1 inhibition | NIH3T3-HGL HSE-luciferase, MG132-induced, luminescence 8 h; hits give low values | activity change, negative = inhibition, % at 7.5 µM (by protocol) | 0.77% of 300,000 active | AID 2098;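 active = more than half of replicate wells show activity change below -50%, luminescence cut by over half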;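 also: luciferase reports HSF-1 transcriptional activity via heat shock element; 0% = median of DMSO wells and -100% = zero luminescence signal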
The depositor's hits bear a star; . = not tested or not shown.

SMILES	DYRK1A inh	GSK3A inh	KLF5 inh	GSK3beta inhib	Platelet DG rel	HSP90 refold inh	IEC-6 cytotox	HSF-1 act	aSyn UTR inh	HSF1 inh
Cc1cccc(OCC(=O)NCCCNC(=O)c2ccc(C)nc2)c1	-3	0	-25	3	-6	0	-4	1	-14	3
O=C(CN1CCN(Cc2ccccc2)CC1)N/N=C/c1cccs1	.	-5	-25	1	9	6	-1	34	25	7
CCCCn1c(N)c(C(=S)NC(=O)CC(C)(C)C)c(=O)n(C)c1=O	-8	7	-5	-2	-5	-1	-3	1	-1	3
O=C(CCN1CCC(c2cccs2)=N1)c1cccs1	.	0	-64	3	3	0	-3	65*	-94	38
Cc1ccc(OC(C)C(=O)Nc2ccncc2)cc1C (centres undefined)	1	-3	-37	0	-2	-3	-6	-17	6	1
Cc1ccc(NC(=O)CSc2nnc(-c3cccnc3)s2)cc1	5	-3	10	-4	0	1	-8	-12	-31	-3
CC(Oc1cccc(Cl)c1)C(=O)Nc1nc(-c2ccccn2)cs1 (centres undefined)	-2	-1	.	2	-3	.	.	-18	64*	-26
COc1ccc(C(=O)CSc2nnc(-c3cc(C)cc(C)c3)o2)cc1	-1	-1	-52	-3	8	1	8	12	20	0
CC(C)CNC(=O)N[C@@H](CC(C)C)C(=O)O	3	-1	-20	-4	1	-2	6	8	4	0
COc1cccc(CN(C)C(=O)c2ccc(COc3ccc(Cl)cc3)cc2)c1OC	1	2	-48	0	-1	1	-1	55*	-101	31
COC(=O)CCCC1=CC2=CC(=O)C(C)(OC(=O)C3CCCC3)C(=O)C2=CO1 (centres undefined)	1	-2	.	0	0	.	.	-17	10	-5
Clc1ccc(SCCn2ccnc2)cc1	5	2	-8	1	5	2	9	-10	3	-11
C=CCOc1cccc(C2C(C(=O)c3ccco3)=C(O)C(=O)N2CCN(CC)CC)c1 (centres undefined)	7	0	-16	-1	-3	1	0	11	-11	-2
C/C(=N\NC(=O)c1[nH]c2c([N+](=O)[O-])cc(C)cc2c1-c1ccccc1)c1cccnc1	0	-1	-7	2	2	0	0	-8	1	-10
O=C(c1ccc(NS(=O)(=O)c2cccs2)cc1)N1CCCCC1	2	-1	-11	3	-6	0	-5	16	-14	-5
CCC1CCCCN1CCCNC(=O)C1CCC(=O)N1Cc1ccc(C)cc1 (centres undefined)	4	-1	-14	1	10	0	-5	-5	-5	0
Cc1nc(SCC(=O)NCCc2ccccc2)c2oc3ccccc3c2n1	-1	-1	6	-3	6	8	0	-18	28	-5
CCN(C(=O)/C=C/c1cc(OC)c(OC)c(OC)c1)C1CCCCC1	-1	-4	-36	1	-2	-2	3	7	-11	4
C/C(=N\NC(=O)c1csc(C)c1C)c1ccc(C)s1	0	0	-43	-5	19	-4	2	-14	-93	3
O=c1nc2c(-c3cccc(Br)c3)n[nH]n2c2ccccc12	.	-3	-45	2	2	3	1	13	-176	2
O=[N+]([O-])c1ccc(COc2ccccc2/C=N/O)cc1	-4	-2	-98	-3	-2	-9	0	44	-132	33
C=CCNC(=O)c1cc2sccc2n1C	-3	-1	-27	2	-17	-8	3	-1	-7	12
COc1ccc(Cc2nc(-c3ccccn3)no2)cc1OC	-7	3	-40	-4	12	-2	2	17	-41	-5
O=C(O)c1ccc(/C=C2/SC(=S)N(Cc3ccccc3)C2=O)cc1	-2	-1	-39	0	13	-5	-5	2	-3	-4
c1ccc(CN2CCC(N3CCC(N4CCCCCC4)CC3)CC2)cc1	3	0	-55	.	-8	1	4	2	3	-11
CCN(CC)c1nc2n(c(=O)n1)CCN2CC	-1	-3	-25	2	-4	-1	1	-14	10	-2
CCCCOc1ccc(C(=O)NCc2ccncc2)cc1	5	-4	-9	1	-4	0	1	-14	3	-9
O=[N+]([O-])c1cccc(/C=N\N2CCN(Cc3ccccc3Cl)CC2)c1	-7	-7	-36	2	3	-2	-1	16	-44	24
CN(CCc1ccccn1)C(=O)CC1C(=O)NCCN1Cc1ccccc1C(F)(F)F (centres undefined)	.	-4	-2	3	-4	-6	-5	-3	18	2
O=C(c1ccc(F)cc1)[C@@H]1[C@@H](C(=O)c2ccccc2)[C@@]2(C(=O)Nc3ccccc32)[C@H]2c3ccccc3C=CN12	.	2	-15	-5	-2	4	4	6	-43	16
NNC(=O)CCS(=O)(=O)c1ccc2ccccc2c1	.	-2	-19	0	-1	3	8	-7	0	-4
Cc1cccc(C(=O)Nc2sc(C)c(-c3ccccc3)c2C#N)c1	-8	2	-199	1	-2	-4	-3	22	-260	6
COc1cccc(NC(=O)CSc2nc(O)c(C)c(=O)n2-c2ccc(C)cc2)c1	-9	-3	0	.	-5	2	2	-36	4	-28
CCOc1ccc(C(=O)CN2CCN(S(=O)(=O)c3ccc(Cl)cc3)CC2)cc1	7	-5	-25	2	.	-3	-3	.	.	.
CC1CCCN(C(=O)COC(=O)c2cc([N+](=O)[O-])ccc2N2CCOCC2)C1 (centres undefined)	4	-4	.	1	4	.	.	1	8	3
CC(C)c1ccccc1NC(=O)COC(=O)c1ccc(Cl)c(S(=O)(=O)N2CCCCCC2)c1	-3	0	-29	0	6	1	0	-8	30	5

Of the compounds above, two contain a COOH group.
SMILES	DYRK1A inh	GSK3A inh	KLF5 inh	GSK3beta inhib	Platelet DG rel	HSP90 refold inh	IEC-6 cytotox	HSF-1 act	aSyn UTR inh	HSF1 inh
CC(C)CNC(=O)N[C@@H](CC(C)C)C(=O)O	3	-1	-20	-4	1	-2	6	8	4	0
O=C(O)c1ccc(/C=C2/SC(=S)N(Cc3ccccc3)C2=O)cc1	-2	-1	-39	0	13	-5	-5	2	-3	-4

Following part.
SMILES	DYRK1A inh	GSK3A inh	KLF5 inh	GSK3beta inhib	Platelet DG rel	HSP90 refold inh	IEC-6 cytotox	HSF-1 act	aSyn UTR inh	HSF1 inh
Cc1ccccc1-n1c(=O)n(CCc2ccccc2)c(=O)c2[nH]cnc21	6	7	-9	-2	-35	3	1	22	9	-5
O=C(c1csc2c1CCCC2)N1CCCCC1	-4	-2	-24	-1	15	1	3	8	6	0
O=c1oc2ccccc2c2c1ncn2-c1ccccc1	34	3	7	-3	19	0	2	10	8	0
Cc1n[nH]c(=O)nc1NCc1ccc(Cl)cc1	-4	1	0	0	-3	1	3	-19	5	-1
Fc1ccc(-c2cn(-c3ccccc3)c3[n+]2CCS3)cc1	-3	-6	-7	3	6	-2	0	-5	5	-12
Cc1ccnc2nc(C(=O)OCC(=O)NCCc3ccc(Cl)cc3)nn12	9	.	0	-1	1	-7	-6	-34	-9	-15
O=C(Cc1ccccc1)NNC(=O)c1cccs1	-9	-1	-1	1	-6	0	3	7	-20	-2
Cc1ccc(S(=O)(=O)NCCCCCC(=O)Nc2nccs2)cc1	8	13	-47	0	4	-1	4	1	4	-2
COc1ccc(C2=NC(C)(C)Cc3cc(OC)c(OC)cc32)cc1OC	-6	-1	-36	0	4	-6	0	-5	31	-4
Cc1ccc(/C(N)=N/OC(=O)N2c3ccccc3Sc3ccccc32)cc1	2	0	-29	3	-1	3	4	2	-50	-4
C=CCS(=O)(=O)N1CCC(CCOc2ccccc2)(C(=O)OCC)CC1	-1	-1	-5	-1	13	-2	6	3	9	-3
COc1ccc(C)cc1NC(=O)CSc1nnc(-c2ccc(C)cc2)o1	-5	0	-40	-3	22	2	2	2	-109	3

Looked up above.
Entry of CCN(CC)c1nc2n(c(=O)n1)CCN2CC under DYRK1A inh: -1
Entry of C/C(=N\NC(=O)c1csc(C)c1C)c1ccc(C)s1 under GSK3A inh: 0

More compounds
SMILES	DYRK1A inh	GSK3A inh	KLF5 inh	GSK3beta inhib	Platelet DG rel	HSP90 refold inh	IEC-6 cytotox	HSF-1 act	aSyn UTR inh	HSF1 inh
CS(=O)(=O)N(Cc1ccccc1)c1ccc(C(=O)Nc2ccccc2Sc2ccccc2)cc1	0	-1	1	-25	18	0	5	27	9	3
O=C(C1CC1)N1CCc2cc(Br)cc(S(=O)(=O)NCCCN3CCCC3)c21	8	0	-33	0	3	7	5	15	-2	-5
CCc1ccc(NC(=O)CCc2nc3ccccc3[nH]2)cc1	5	-3	-35	5	6	0	1	1	-7	1
CCc1cc2c(=O)n(-c3ccccc3)c(SCC(N)=O)nc2s1	.	0	-18	-1	5	2	0	28	2	3
COCC(=O)NC1(c2nnnn2CCOC(=O)Nc2ccc(Cl)cc2)CCCCC1	-2	-3	-11	0	-7	1	3	37	-4	15
Cc1ccc(S(=O)(=O)NC(CC(C)C)C(=O)Nc2nccs2)cc1 (centres undefined)	-2	-3	-23	-3	-7	0	3	14	-2	1
Cc1csc(C2=C(O)CN(CCc3ccccc3)C2=N)n1	9	6	-39	0	4	0	0	3	-8	-6
O=C(/C=C/c1cn(-c2ccccc2)nc1-c1ccccc1)Nc1ccc(C(=O)O)cc1	13	-1	-34	2	-1	-3	9	16	-36	17
Cc1cnc(C(=O)OCC(=O)c2ccc(F)c(F)c2)cn1	-5	-5	.	1	-6	.	.	-3	-15	-4
Cc1csc(NC(=O)CSc2nc(C)nc3c2c(=O)n(C)c(=O)n3C)n1	0	0	.	-2	2	.	.	-8	9	-6
COc1ccc(C(=O)C2CCCN(C(=O)C3=CCCC3)C2)c(C)c1 (centres undefined)	-5	2	-1	1	-1	2	4	18	17	12
COc1ccc2sc3ccccc3c(=O)c2c1OC	17	-3	-14	2	7	2	-1	45	-145	23
COc1ccc2[nH]cc(C=O)c2c1	36	1	8	0	-3	-2	-4	-9	-6	-3
Cc1ccc(-c2cc(C(=O)Nc3ccc(S(=O)(=O)N4CC(C)OC(C)C4)cc3)[nH]n2)c(O)c1 (centres undefined)	1	0	8	4	4	0	-1	5	26	-3
Nc1nc(NC(=O)c2ccc(F)cc2)ns1	16	1	.	-1	6	.	.	-25	-8	-5
COc1ccccc1OCc1nnc(SCC(=O)Nc2ccc(N3CCOCC3)cc2)n1C	-4	0	3	1	-2	2	-1	16	-9	5
CCC(C)(C)n1nnnc1C(C(C)C)N(Cc1ccco1)Cc1cc2cc3c(cc2[nH]c1=O)OCO3 (centres undefined)	1	-2	-26	.	13	2	1	10	-24	5
O=C(Nc1cc(F)cc(F)c1)c1ccc(NCCc2ccccc2)c([N+](=O)[O-])c1	-2	-4	-22	-1	1	2	-3	-14	31	-9
CCN(CC)c1ncnc2sc(C(=O)N3CCN(c4ccccc4)CC3)c(C)c12	1	-2	21	5	-10	-2	-1	14	25	-2
O=C(CC1C(=O)NCCN1Cc1ccc(Cl)c(F)c1)NCCc1cccnc1 (centres undefined)	16	3	-34	11	1	-3	-7	-8	-10	-7
Cc1cccn2c(=O)c(/C=C(\C#N)C(N)=O)c(N3CCN(c4ccccc4)CC3)nc12	6	3	-31	5	8	0	3	-1	29	-8
O=C(OCc1ccc([N+](=O)[O-])cc1)C1CC(=O)N(c2ccccc2)C1 (centres undefined)	-6	-3	-6	0	-8	4	-4	2	23	4
O=[N+]([O-])c1ccc(N2CCOCC2)cc1SCc1ccco1	6	0	-13	1	-2	-1	6	8	-14	4
CC(C)Oc1ccc(CNC(=O)c2ccc3nc(N4CCOCC4)sc3c2)cc1	-1	4	-15	3	6	5	-1	11	13	-1
CCC(=O)Nc1cccc(-c2cn3ccccc3n2)c1	3	2	-57	4	-4	-1	2	-2	-89	0
CCN(C(=O)Cc1ccccc1OC)c1nnc(-c2ccncc2)s1	-6	1	11	3	7	-4	-1	-11	-9	-1
COc1ccc(/C=C\C(=O)Oc2cccc(/C=N/NC(=O)Cc3ccc(OC)c(OC)c3)c2)cc1	-3	-1	-55	0	-3	-6	-4	12	-87	10

The list is partial, so the mix of outcomes need not match the whole.
